Growth percent in the NCI-60 one-dose screen (48 h, 10 µM unless noted): 100 = growth as untreated, 0 = no growth, -100 = all killed.
COLO 205: COLO 205 colon cancer; hit rate 7.3% among 79,000; AID 1794742
HT29: HT29 colon cancer. AID 1794748. hit rate 7.4% among 81,000
KM12: KM12 colon cancer cells | hit rate 5% among 82,000
HCT-15: HCT-15 colon cancer; hit rate 5.2% among 82,000; AID 1794746
SNB-19: SNB-19 CNS cancer cells; AID 1794751; hit rate 2.5% among 81,000
SNB-75: SNB-75 CNS cancer | AID 1794750 | hit rate 5% among 79,000
SW-620: SW-620 colon cancer | hit rate 5.2% among 82,000 | AID 1794795
HCC-2998: HCC-2998 colon cancer | hit rate 4.7% among 79,000
HCT-116: HCT-116 colon cancer | hit rate 7.3% among 82,000 | AID 1794798
* = called active by the depositor; x = no result given; & = joins results of further samples. The calls were made as follows: active = growth percent below 10; inactive = the rest.

#1 COc1cc(/C=N/NC(=O)CSc2nc3ccccc3c(=O)n2Cc2ccc(S(N)(=O)=O)cc2)ccc1O
#2 COc1ccc2c(c1)OC1(Oc3cc(OC)ccc3C=C1C)C(C)=C2
#3 O=C(OCCn1c(=S)sc2ccccc21)c1ccccc1
#4 S=c1[nH]nc(-c2ccc(-n3nc(-c4ccccc4)c4ccccc43)cc2)s1
#5 Cc1c2c(c(C)c3c1oc1cc(O)ccc13)C(=O)N(CCN1CCOCC1)C2=O
#6 Cc1nn(-c2ccccc2)c2nc3nc4c(c(N)c3c(-c3ccc(Cl)cc3)c12)CCCCC4
#7 O=C(c1ccc(-c2nc(CSc3nc4ccccc4s3)no2)cc1)N1CCOCC1
#8 CC(=O)c1cccc(NC(=O)CCC(=O)NS(=O)(=O)c2ccc(C)cc2)c1

entry no. | 1 | 2 | 3 | 4 | 5 | 6 | 7 | 8
SW-620 | 95 | 94 | 102 | 106 | 82 | 98 | 94 | 111
SNB-19 | 99 | 91 | 93 | 100 | 85 | 107 | 93 | 99
HT29 | 103 | 99 | 104 | 97 | 96 | 77 | 73 | 106
COLO 205 | 115 | 105 | 119 | 111 | 92 | 97 | 103 | 113
KM12 | 99 | 99 | 102 | 97 | 79 | 103 | 87 | 104
HCT-15 | 96 | 82 | 94 | 88 | 82 | 99 | 81 | 107
HCC-2998 | 101 | 104 | 103 | 100 | 102 | 107 | 95 | 117
HCT-116 | 102 | 92 | 95 | 92 | 84 | 68 | 68 | 101
SNB-75 | 89 | 81 | 85 | x | 91 | 98 | 98 | x

Single records, as listed above:
Listed for Cc1c2c(c(C)c3c1oc1cc(O)ccc13)C(=O)N(CCN1CCOCC1)C2=O → SW-620 = 82; SNB-19 = 85; HT29 = 96; COLO 205 = 92; KM12 = 79; HCT-15 = 82; HCC-2998 = 102; HCT-116 = 84; SNB-75 = 91
Listed for O=C(OCCn1c(=S)sc2ccccc21)c1ccccc1 → SW-620 = 102; SNB-19 = 93; HT29 = 104; COLO 205 = 119; KM12 = 102; HCT-15 = 94; HCC-2998 = 103; HCT-116 = 95; SNB-75 = 85

The list continues.
#9 CC(=O)c1ccc(OC(=O)Oc2ccc(C(C)=O)cc2)cc1
#10 Nc1ccc(C(=O)Oc2ccc([N+](=O)[O-])cc2)c(O)c1
#11 CNc1oc(-c2cccc3ccccc23)nc1C#N
#12 O=C1CCC(C(=O)N(Nc2ccccc2)c2ccccc2)N1 (centres undefined)
#13 CC(C)CNc1nc(NCC(C)C)nc(Oc2ccc(Cl)cc2)n1
#14 COc1ccccc1C(=O)Nc1ccc(-c2cc(=O)c3c(O)c(OC)c(OC)cc3o2)cc1
#15 CCCCN(CCO)CC(O)Cn1cnc2c(N)ncnc21 (centres undefined)
#16 CCOc1ccc(NC(=O)NNC(=O)c2ccncc2)cc1

entry no. | 9 | 10 | 11 | 12 | 13 | 14 | 15 | 16
SW-620 | 98 | 106 | 104 | 107 | 95 | 102 | 98 | 108
SNB-19 | 104 | 98 | 92 | 102 | 91 | 79 | 101 | 108
HT29 | 108 | 96 | 105 | 104 | 84 | 93 | 104 | 106
COLO 205 | 106 | 125 | 114 | 112 | 93 | 109 | 95 | 108
KM12 | 104 | 103 | 101 | 104 | 92 | 104 | 103 | 105
HCT-15 | 102 | 96 | 101 | 96 | 86 | 109 | 101 | 105
HCC-2998 | 108 | 97 | 111 | 107 | 99 | 101 | 115 | 114
HCT-116 | 99 | 104 | 95 | 107 | 77 | 84 | 100 | 110
SNB-75 | 81 | 75 | x | 93 | 91 | 108 | 82 | 128

Shown with values under each structure: entries from further up.
The line under a structure holds: SW-620, SNB-19, HT29, COLO 205, KM12, HCT-15, HCC-2998, HCT-116, SNB-75
(3) O=C(OCCn1c(=S)sc2ccccc21)c1ccccc1
 : 102, 93, 104, 119, 102, 94, 103, 95, 85
(15) CCCCN(CCO)CC(O)Cn1cnc2c(N)ncnc21 (centres undefined)
 : 98, 101, 104, 95, 103, 101, 115, 100, 82

Later entries:
#17 O=c1cc[nH]cc1[N+](=O)[O-]
#18 O=C(N/N=C/c1ccccc1O)c1ccccc1Nc1ccnc(C(F)(F)F)c1
#19 O=c1c2ccccc2nc(CN2CCOCC2)n1/N=C/c1ccc([N+](=O)[O-])cc1
#20 C[C@@H]1C(=O)CC[C@H]2[C@@]1(C)CC[C@H]1C(=O)O[C@H](c3ccoc3)C[C@]21C
#21 COc1ccc(C)cc1N
#22 Cc1ccc(S(=O)(=O)N(CCCc2c(C)nc[nH]c2=O)c2ccccc2)cc1
#23 COC(=O)[C@@H]1CCCN1C(=O)CCCCOc1cc(O)c2c(=O)cc(-c3ccccc3)oc2c1
#24 NS(=O)(=O)c1ccc(CCn2c(SCc3ccc(Br)cc3)nc3ccccc3c2=O)cc1

entry no. | 17 | 18 | 19 | 20 | 21 | 22 | 23 | 24
SW-620 | 106 | 35 | 101 | 105 | 92 | 108&103 | 116 | 97
SNB-19 | 93 | 22 | 101 | 108 | 108 | 105&101 | 96 | 100
HT29 | 106 | 41 | 114 | 72 | 103 | 105&105 | 116 | 95
COLO 205 | 114 | 15 | 110 | 102 | 97 | 112&120 | 157 | 119
KM12 | 102 | 32 | 100 | 105 | 104 | 111&105 | 107 | 99
HCT-15 | 95 | 25 | 96 | 103 | 91 | 114&111 | 101 | 96
HCC-2998 | 79 | 46 | 104 | 105 | 109 | 111&97 | 103 | 96
HCT-116 | 101 | 14 | 99 | 109 | 106 | 105&96 | 111 | 93
SNB-75 | x | 21 | x | 108 | 94 | 99&86 | 103 | 104

#25 C=C(/C=C/c1ccc(OC)cc1)CC(=C)/C=C/c1ccc(OC)cc1
#26 Nc1nc2c(s1)C[C@@H](NC(=S)Nc1ccc(Cl)cc1Cl)CC2
#27 COc1ccc2oc(=O)c(C3(C)NC(=O)c4c(/C=C/C(=O)OC(C)(C)C)cccc4N3)cc2c1 (centres undefined)
#28 CC(=O)O[C@H]1C2=C(C)CC[C@H]2[C@]2(C)O[C@@]1(C(C)C)C[C@H]2OC(=O)CO
#29 O=c1c2cc(F)ccc2sc2c(N3CCOCC3)nc3ccccc3c12
#30 COc1nccc2c(Nc3ccc(Cl)cc3)nc(N)nc12
#31 CS(=O)(=O)Nc1ccc(CNC(=O)c2ccccc2Nc2ccnc(C(F)(F)F)c2)cc1
#32 O=C(Nc1ccc(Cl)cc1C(=O)Nc1ccncc1)c1ccc(Cl)cc1Cl

entry no. | 25 | 26 | 27 | 28 | 29 | 30 | 31 | 32
SW-620 | 111 | 93 | 64 | 100 | 106 | 96 | 99 | 101
SNB-19 | 108 | 95 | 51 | 107 | 101 | 118 | 103 | 95
HT29 | 102 | 82 | 39 | 100 | 96 | 101 | 100 | 70
COLO 205 | x | 93 | 45 | 94 | 118 | 118 | 103 | 100
KM12 | 100 | 92 | 47 | 104 | 101 | 92 | 101 | 85
HCT-15 | 100 | 92 | 33 | 104 | 104 | 109 | 99 | 98
HCC-2998 | 108 | 91 | 62 | 116 | 108 | 88 | 102 | 130
HCT-116 | 95 | x | 30 | 85 | 103 | 91 | 103 | 77
SNB-75 | 99 | 88 | 56 | 96 | 89 | 106 | 91 | 116

#33 O=C(O)c1ccccc1Oc1cc(-c2ccco2)nc(OCCn2ccnc2)n1
#34 COC(=O)C(N)CSCc1ccccc1 (centres undefined)
#35 O=C(Nc1cccc(F)c1)Nc1ccccc1B(F)F
#36 CCOc1ccc2ccccc2c1C(Cc1ccccc1)NC (centres undefined)
#37 COc1ccccc1Nc1nc(N)nc2c1CCc1occc1-2
#38 O=C1NCCN1/N=C/c1ccc([N+](=O)[O-])o1
#39 COc1cc(OC)c2oc(=O)cc(-c3nc4cc(Cl)c(F)cc4s3)c2c1
#40 C1CN=C2CCCN2C1
#41 O=C(Nc1ccc(N=Cc2cccs2)cc1)NC1C=c2ccccc2=CC1 (centres undefined)

entry no. | 33 | 34 | 35 | 36 | 37 | 38 | 39 | 40 | 41
SW-620 | 102 | 110 | 106 | 94 | 103 | 110 | 106 | 100 | 97
SNB-19 | 101 | 101 | 99 | 99 | 95 | 99 | 62 | 105 | 100
HT29 | 87 | 104 | 105 | 67 | 68 | 98 | 77 | 119 | 103
COLO 205 | 96 | 101 | 117 | 80 | 118 | 104 | 96 | 134 | 113
KM12 | 89 | 106 | 103 | 96 | 101 | 112 | 73 | 109 | 105
HCT-15 | 96 | 106 | 86 | 96 | 97 | 104 | 79 | 107 | 97
HCC-2998 | 107 | x | 105 | 85 | 98 | 104 | x | 63 | 106
HCT-116 | 80 | 101 | 98 | 66 | 105 | 97 | 74 | 100 | 91
SNB-75 | 90 | 88 | 82 | 74 | 117 | 108 | 73 | 108 | 85

Screening results (PubChem BioAssay)
